MCF10A rerep: A quantitative high throughput screen for small molecules that induce DNA re-replication in MCF 10a normal breast cells | MCF 10A DNA re-replication, Hoechst nuclear intensity, 48 h | Potency, µM (series often up to 46.1 µM), for inactives: at the top dose activity, positive = re-replication, hits mostly activators | actives 2.9% (n = 350,000) | AID 624296, 2012; also: potency is read from the fitted curve at half-maximal effect; % of control where 0% means no effect; nearly all actives have a fitted effect of over 50% in size
Nrf2 ARE act: qHTS of Nrf2 Activators; Potency, µM (titrated, usually from 46.1 µM), without a hit: top-dose activation, actives largely listed as activators; actives 0.31% (n = 410,000); AID 624171, 2012; AREc32 ARE-luciferase reporter (MCF7-derived line), luminescence, 24 h; also: potency is read from the fitted curve at half-maximal effect; % of control where 0% means no effect; nearly all actives have a fitted effect of over 65% in size
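For detection, Steady-Glo was added and plates sat 30 min at RT; before that, AREc32_Fluc cells grown overnight in OPTI-MEM/5% FBS had been treated with 23 nL compound for 24 hr at 37 deg C.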
Nrf2 block: Nrf2 qHTS screen for inhibitors; A549 ARE-Fluc reporter, luciferase luminescence, 18-24 h; Potency, µM (top dose mostly 46 µM), without a hit: top-dose activity change, negative = inhibition, actives largely listed as inhibitors; actives 2.1% (n = 360,000); also: potency is read from the fitted curve at half-maximal effect; % is scaled to controls: 0 for no effect and ±100 for the full control effect; nearly all actives have a fitted effect of over 60% in size
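A549 ARE_Fluc cells, 5000/well, 5% FBS OPTI-MEM; compounds in dose-response, 18-24 h at 37 °C/5% CO2; CellTiter-Fluor viability read (Ex 405/Em 525), then BugLite luciferase luminescence = Nrf2 activity.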
IL-1B inflam inh: qHTS for Inhibitors of Inflammasome Signaling: IL-1-beta AlphaLISA Primary Screen; actives 4.7% (n = 360,000); activity change, % at 57.5 µM; THP-1 LPS/ATP IL-1B secretion, AlphaLISA, 16 h; hits give low values; AID 743279, 2014; in the data active = activity change below about -50%; inconclusive = mostly about -30% to -49%; also: % is scaled to controls: 0 for no effect and ±100 for the full control effect
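THP-1 cells pretreated 1 hr with compounds (up to 57.5 uM final), then stimulated with LPS (250 ng/mL final) plus ATP (1.25 mM final); secreted IL-1B measured by AlphaLISA after 16 hr, decreased signal indicating inhibition.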
HepG2 viability: qHTS for Inhibitors of TGF-b: Cytotox Counterscreen; HepG2 CAGA-GFP viability, ATP luminescence, 18 h; actives 0.76% (n = 410,000); Potency, µM (top dose mostly 46.1 µM), inactives show at the top dose activity change, negative = cytotoxicity, actives largely listed as cytotoxic; also: potency is read from the fitted curve at half-maximal effect; some results filed as inactive show a strong effect at the top dose
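CellTiter-Glo luminescence gave cytotoxicity after 18 hours at 37 degrees C. The cells were HepG2 CAGA-GFP in 1% FBS DMEM, stimulated with 500 pg/mL TGF-beta after compound addition. %Activity was normalised to no-cell wells (complete cell-killing) and DMSO (no toxicity), and curves were fitted and classified.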
S2 tox: Viability Counterscreen for Primary qHTS for Inhibitors of ATXN expression; AID 651635, 2014; Potency, µM (top dose mostly 56.7 µM), usual class: cytotoxic; actives 0.49% (n = 400,000); S2 cells (HEK-293 line with an ATXN2-luciferase reporter) viability, CellTiter-Fluor protease fluorescence, 24 h; also: potency is read from the fitted curve at half-maximal effect; nearly all actives have a fitted effect of over 40% in size
ATXN2 expr inh: Primary qHTS for Inhibitors of ATXN expression. AID 1745845, 2022. actives 0.72% (n = 360,000). HEK-293 ATXN2-luciferase reporter, luminescence, 24 h. Potency, µM (top dose mostly 57 µM), for the others: at the highest dose activity change, negative = inhibition, hits mostly inhibitors; also: potency is read from the fitted curve at half-maximal effect; % is scaled to controls: 0 for no effect and ±100 for the full control effect; nearly all actives have a fitted effect of over 55% in size
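ATXN2-luciferase reporter cells (luciferase flanked by upstream and downstream ATXN2 gene portions) were treated 24 h at 37 °C with compounds at up to 57 uM. SteadyGlo luminescence gave expression; GF-AFC fluorescence gave viability.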
TGFb inhibitor: qHTS for Inhibitors of TGF-b; Potency, µM (highest dose often 46.1 µM), for inactives: at the top dose activity, negative = inhibition, actives largely listed as inhibitors; HepG2 CAGA-GFP TGF-b/SMAD3 reporter, GFP fluorescence, 18 h; TGF-beta stimulated, 500 pg/mL final; actives 1.2% (n = 410,000); also: potency is read from the fitted curve at half-maximal effect; % is scaled to controls: 0 for no effect and ±100 for the full control effect; nearly all actives have a fitted effect of over 65% in size
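Using HEPG2 CAGA-GFP reporter cells at 1000 cells/well, we pinned test compounds, stimulated with recombinant TGF-beta (500 pg/mL final) and measured total well GFP after 18 h.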
A549 tox: Nrf2 qHTS screen for inhibitors: counterscreen for cytotoxicity; Potency, µM (highest dose often 46 µM), for inactives: top-dose activity change, negative = cytotoxicity, actives largely listed as inhibitors; AID 504648, 2011; actives 0.16% (n = 390,000); A549 ARE-Fluc cells, CellTiter-Fluor viability, 18-24 h; also: potency is read from the fitted curve at half-maximal effect; % is scaled to controls: 0 for no effect and ±100 for the full control effect
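Cytotoxicity counterscreen: CellTiter-Fluor fluorescence was measured in A549 ARE_Fluc cells after 18-24 h of compound exposure in a concentration series. The subsequent BugLite luminescent read reports ARE-luciferase activity.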
Starred values were filed as active, the others as inactive; [ ] = remark or other dose. Unless noted, calls follow the shape of the dose curve; as a rule, active = well fitted curve in the direction sought with a large enough effect; inconclusive = small, poorly fitted or top-dose-only effect, or another doubt; inactive = no such curve, though single readings can be large; an effect the other way counts as inactive or inconclusive.

Results for Cc1ccc(-n2ncc(Br)c(Br)c2=O)cc1 ?
MCF10A rerep: inconclusive; Nrf2 ARE act: inconclusive; Nrf2 block: 11%; IL-1B inflam inh: -99*; HepG2 viability: -110%; S2 tox: 21µM*; ATXN2 expr inh: inconclusive; TGFb inhibitor: 3.2µM*; A549 tox: -4%

Results for COC(=O)c1ccc(S(=O)(=O)N2CCCN(Cc3ccc(F)cc3)CC2)n1C ?
MCF10A rerep: 0%; Nrf2 ARE act: 0.1%; Nrf2 block: 13µM*; IL-1B inflam inh: -7; HepG2 viability: 10%; S2 tox: inactive; ATXN2 expr inh: -17%; TGFb inhibitor: inconclusive; A549 tox: 1%

How did O=C(NNC(=O)c1ccc(-c2ccccc2)cc1)Nc1ccc(F)cc1F do in these assays?
MCF10A rerep: 5%; Nrf2 ARE act: -0.4%; Nrf2 block: 0%; IL-1B inflam inh: 12; HepG2 viability: 6%; S2 tox: inactive; ATXN2 expr inh: 2%; TGFb inhibitor: 16%; A549 tox: 0%

Results for COCCN(C(=O)CCC(=O)Nc1ccccn1)C(C(=O)NCCC(C)C)c1ccc(OC)cc1 (stereo not given) ?
MCF10A rerep: 2%; Nrf2 ARE act: -0.3%; Nrf2 block: 24%; IL-1B inflam inh: -3; HepG2 viability: -2%; S2 tox: inactive; ATXN2 expr inh: 1%; TGFb inhibitor: 3%; A549 tox: 4%

How did O=C(Nc1ccc(OCC(=O)N2CCOCC2)cc1)c1cc(F)c(F)cc1Cl do in these assays?
MCF10A rerep: 1%; Nrf2 ARE act: -0.6%; Nrf2 block: inconclusive; IL-1B inflam inh: -8; HepG2 viability: 0%; S2 tox: inactive; ATXN2 expr inh: 18%; TGFb inhibitor: -7%; A549 tox: -8%

What do the screens show for `O=C(c1ccc(N2C(=O)C3C4CC(C(Br)C4Br)C3C2=O)cc1)N1CCCCC1` (stereo not given)?
MCF10A rerep: -1%; Nrf2 ARE act: -0.2%; Nrf2 block: -2%; IL-1B inflam inh: inactive; HepG2 viability: -12%; S2 tox: inactive; ATXN2 expr inh: 5%; TGFb inhibitor: 7%; A549 tox: 5%

What do the screens show for `CN1/C(=C\C=C(/C#N)C(=O)Nc2ccccc2F)C(C)(C)c2ccccc21`?
MCF10A rerep: inconclusive; Nrf2 ARE act: -0.2%; Nrf2 block: -5%; IL-1B inflam inh: 3; HepG2 viability: 12%; S2 tox: inactive; ATXN2 expr inh: -3%; TGFb inhibitor: 11%; A549 tox: 0%

What do the screens show for `CC(C)c1ccccc1NC(=S)N1CCN(Cc2ccc3c(c2)OCO3)CC1`?
MCF10A rerep: -9%; Nrf2 ARE act: 0.3%; Nrf2 block: 18%; IL-1B inflam inh: 58; HepG2 viability: -10%; S2 tox: inactive; ATXN2 expr inh: inconclusive; TGFb inhibitor: -4%; A549 tox: 3%

How did OCCC1CN(Cc2cc3c(cc2Cl)OCO3)CCN1C1CCCC1 (stereo not given) do in these assays?
MCF10A rerep: 11%; Nrf2 ARE act: -0.2%; Nrf2 block: 14%; IL-1B inflam inh: inconclusive; HepG2 viability: -45%; S2 tox: inactive; TGFb inhibitor: -10%; A549 tox: 11%

What do the screens show for `Cc1ccc(C(=O)NN2C(=O)/C(=C/c3cn(C)c4ccccc34)SC2=S)cc1`?
MCF10A rerep: 4%; Nrf2 ARE act: 0.1%; Nrf2 block: -17%; IL-1B inflam inh: 8; HepG2 viability: -27%; S2 tox: inactive; ATXN2 expr inh: -9%; TGFb inhibitor: -1%; A549 tox: -19%

What do the screens show for `CCC(C)(C)n1nnnc1CN1CCN(c2nc3cc(OC)ccc3cc2C#N)CC1`?
MCF10A rerep: inconclusive; Nrf2 ARE act: -0.1%; Nrf2 block: 18µM*; IL-1B inflam inh: -56*; HepG2 viability: 5%; S2 tox: inactive; ATXN2 expr inh: inconclusive; TGFb inhibitor: -12%; A549 tox: -14%

How did COC(=O)C1C(c2ccc(OC)cc2)C(C(=O)OC)S(=O)(=O)C(CCN2CCCCC2)S1(=O)=O (stereo not given) do in these assays?
MCF10A rerep: -1%; Nrf2 ARE act: -0.9%; Nrf2 block: 6%; IL-1B inflam inh: 11; HepG2 viability: -16%; S2 tox: inactive; ATXN2 expr inh: -7%; TGFb inhibitor: 2%; A549 tox: 5%

What do the screens show for `COc1ccc(Nc2c3c(nc4c(-c5ccccc5)c(C)nn24)CCC3)cc1`?
MCF10A rerep: 12%; Nrf2 ARE act: 0.1%[9.22 µM]; Nrf2 block: 12%; IL-1B inflam inh: 0; HepG2 viability: 0%; S2 tox: inactive; ATXN2 expr inh: -2%; TGFb inhibitor: 0%; A549 tox: 8%

What do the screens show for `Cc1ccccc1NC(=O)c1ccc(S(=O)(=O)C(F)F)cc1`?
MCF10A rerep: -7%; Nrf2 ARE act: 0.7%; Nrf2 block: 3%; IL-1B inflam inh: -24; HepG2 viability: 14%; S2 tox: inactive; ATXN2 expr inh: 18%; TGFb inhibitor: 1%; A549 tox: 5%

Results for CC1CCCCN1C(=O)NC12CC3CC(CC(C3)C1)C2 (stereo not given) ?
MCF10A rerep: 2%; Nrf2 ARE act: -0.4%; Nrf2 block: -14%; IL-1B inflam inh: -12; HepG2 viability: 2%; S2 tox: inactive; ATXN2 expr inh: -2%; TGFb inhibitor: 3%; A549 tox: 22%

How did COc1ccccc1C1=CC(=O)C[C@H](c2ccc3c(c2)OCO3)C1 do in these assays?
MCF10A rerep: inconclusive; Nrf2 ARE act: -0.1%; Nrf2 block: 27%; IL-1B inflam inh: -5; HepG2 viability: 1%; S2 tox: inactive; ATXN2 expr inh: -1%; TGFb inhibitor: -20%; A549 tox: inconclusive

What do the screens show for `O=C(CSc1nc(-c2ccco2)cc(C(F)(F)F)n1)NCc1cccs1`?
MCF10A rerep: inconclusive; Nrf2 ARE act: 0.2%; Nrf2 block: -8%; IL-1B inflam inh: -3; HepG2 viability: -22%; S2 tox: inactive; ATXN2 expr inh: -10%; TGFb inhibitor: -4%; A549 tox: 3%

How did O=C(NCc1cccnc1)c1ccc(COc2ccc(Cl)cc2Cl)o1 do in these assays?
MCF10A rerep: -2%; Nrf2 ARE act: 0.6%; Nrf2 block: inconclusive; IL-1B inflam inh: 44; HepG2 viability: -3%; S2 tox: inactive; ATXN2 expr inh: 11%; TGFb inhibitor: -1%; A549 tox: -13%

How did CCOC(=O)N1CCN(c2cc(N)c([N+](=O)[O-])cc2F)CC1 do in these assays?
MCF10A rerep: -1%; Nrf2 ARE act: 0.1%; Nrf2 block: inconclusive; IL-1B inflam inh: 2; HepG2 viability: -13%; S2 tox: inconclusive; ATXN2 expr inh: 6%; TGFb inhibitor: -3%; A549 tox: -17%

How did O=C1Cc2ccccc2C(=O)N1OCc1ccc(Cl)cc1Cl do in these assays?
MCF10A rerep: 0%; Nrf2 ARE act: -0.8%; Nrf2 block: 8%; IL-1B inflam inh: 0; HepG2 viability: -9%; S2 tox: inactive; ATXN2 expr inh: 3%; TGFb inhibitor: inconclusive; A549 tox: -2%

How did Cc1nc(C)n(CCNS(=O)(=O)c2ccc(C)c(C)c2)n1 do in these assays?
MCF10A rerep: -14%; Nrf2 ARE act: -0.1%; Nrf2 block: -2%; IL-1B inflam inh: 1; HepG2 viability: -16%; S2 tox: inactive; ATXN2 expr inh: 2%; TGFb inhibitor: -2%; A549 tox: 3%

How did Cc1cc(C)c2cc(CN(CCO)Cc3nnnn3Cc3ccccc3)c(=O)[nH]c2c1 do in these assays?
MCF10A rerep: 4%; Nrf2 ARE act: 0.4%; Nrf2 block: 12%; IL-1B inflam inh: -4; HepG2 viability: -20%; S2 tox: inactive; ATXN2 expr inh: -4%; TGFb inhibitor: 0%; A549 tox: 1%

Results for CCNS(=O)(=O)c1ccc(CCC(=O)N2CCN(c3cc(Cl)ccc3C)CC2)cc1 ?
MCF10A rerep: 8%; Nrf2 ARE act: 2.6%; Nrf2 block: 8.2µM*; IL-1B inflam inh: -2; HepG2 viability: 8%; S2 tox: inactive; ATXN2 expr inh: inconclusive; TGFb inhibitor: inconclusive; A549 tox: -17%

How did Cc1nn(C2CCS(=O)(=O)C2)c(C)c1C=O (stereo not given) do in these assays?
MCF10A rerep: inconclusive; Nrf2 ARE act: 0.2%; Nrf2 block: 8%; IL-1B inflam inh: 29; HepG2 viability: 1%; S2 tox: inactive; ATXN2 expr inh: 10%; TGFb inhibitor: 0%; A549 tox: 2%

How did COC(=O)c1ccc(NC(=O)c2c(Br)cnn2C)cc1 do in these assays?
MCF10A rerep: 6%; Nrf2 ARE act: 4.3%; Nrf2 block: 6%; IL-1B inflam inh: -1; HepG2 viability: 0%; S2 tox: inactive; ATXN2 expr inh: 8%; TGFb inhibitor: -14%; A549 tox: 1%

How did CCOC(=O)c1cc(-c2ccc(OC)cc2)nn1Cc1ccccc1 do in these assays?
Nrf2 ARE act: 3.9%; Nrf2 block: inconclusive; HepG2 viability: -8%; S2 tox: inactive; ATXN2 expr inh: 74%[activator]; TGFb inhibitor: -12%; A549 tox: inconclusive

What do the screens show for `Cc1nn(CCOc2ccc(Br)cc2)c(C)c1[N+](=O)[O-]`?
MCF10A rerep: 17%; Nrf2 ARE act: -0.4%; Nrf2 block: 5%; IL-1B inflam inh: -3; HepG2 viability: -7%; S2 tox: inactive; ATXN2 expr inh: -1%; TGFb inhibitor: -1%; A549 tox: 11%
